# Bioassay records from PubChem BioAssay.
# pAkt inh = Akt phosphorylation inhibition | 0.32% of 360,000 active | Neuro2A IGF-stimulated pAkt S473 HTRF, 20 min; stronger effect = lower value | activity change, % for hits at 50 µM; in the data active = activity change below about -80%; inconclusive = mostly about -51% to -80%; note: % is set by controls: 0 for no effect and ±100 for the full control effect
#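 Neuro2A cells (4,500/well, DMEM with 0.5% FBS) were treated with compound at a single 50 µM final concentration, stimulated with 6 nM IGF for 20 min at 37 °C, and lysed. Phospho-Akt Ser473 was read by HTRF as 665/615 ratio ×10^4.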
# A549 tox = A549 cytotoxicity, counter-screen for Nrf2 inhibitors; Potency, µM (doses to about 46 µM), inactives show top-dose activity change, negative = cytotoxicity, usual class: inhibitors; 0.16% of 390,000 active; A549 ARE-Fluc cells, CellTiter-Fluor viability, 18-24 h; AID 504648; note: potency is the fitted concentration of half-maximal effect; % is set by controls: 0 for no effect and ±100 for the full control effect
#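 Cytotoxicity counterscreen: CellTiter-Fluor fluorescence was measured in A549 ARE_Fluc cells after 18-24 h of compound exposure in a concentration series. The subsequent BugLite luminescent read reports ARE-luciferase activity.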
# Nrf2 ARE act = activates Nrf2 signaling; 0.31% of 410,000 active; Potency, µM (highest dose often 46.1 µM), inactives show top-dose activation, hits mostly activators; AID 624171; AREc32 ARE-luciferase reporter (MCF7-derived line), luminescence, 24 h; note: potency is the fitted concentration of half-maximal effect; % of control where 0% means no effect; nearly all actives have a fitted effect of over 65% in size
#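 AREc32_Fluc, 1000 cells/well, OPTI-MEM + 5% FBS, o/n 37 deg C 5% CO2; 23 nL cpd by pin tool, 24 hr; Steady-Glo 30 min RT, luminescence.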
# HepG2 tox = HepG2 cytotoxicity, counter-screen for TGF-b inhibitors; Potency, µM (doses to about 46.1 µM), inactives show at the highest dose activity change, negative = cytotoxicity, usual class: cytotoxic; AID 588856; 0.76% of 410,000 active; HepG2 CAGA-GFP viability, ATP luminescence, 18 h; note: potency is the fitted concentration of half-maximal effect; some results filed as inactive show a strong effect at the top dose
#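 CellTiter-Glo luminescence gave cytotoxicity after 18 hours at 37 degrees C. The cells were HepG2 CAGA-GFP in 1% FBS DMEM, stimulated with 500 pg/mL TGF-beta after compound addition. %Activity was normalised to no-cell wells (complete cell-killing) and DMSO (no toxicity), and curves were fitted and classified.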
# CCT chaperon mod = changes cytosolic chaperonin activity. purified chaperonin ATPase assay, HTRF ADP detection, 30 min. activity change, % (concentration not given with the values), hits read low. 0.3% of 360,000 active. AID 651819; in the data active = activity change below about -30%; note: % is set by controls: 0 for no effect and ±100 for the full control effect
#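 ATPase activity: ADP formed was measured by HTRF Transcreener (665/615 nm ratio) after 30 min at 37 deg C with 10 uM ATP. Compounds screened at one 76 uM concentration against 40 or 20 nM TRiC in Tris pH 7.4/KCl/MgCl2/DTT buffer.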
# MmCpn inh = inhibitors of Methanococcus maripaludis chaperonin (MmCpn); purified Mm-Cpn ATPase, ADP Transcreener TR-FRET; Potency, µM (top dose mostly 76.9 µM), inactives show at the top dose activity, negative = inhibition, actives largely listed as inhibitors; 0.031% of 330,000 active; AID 504842; note: potency is the fitted concentration of half-maximal effect; % is set by controls: 0 for no effect and ±100 for the full control effect; nearly all actives have a fitted effect of over 80% in size
#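 ATP (10 uM final) was added to archaeal chaperonin (25 nM final) after 10 min exposure to test compound at 37°C; after 30 min further incubation, ADP was detected by competitive TR-FRET.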
# TGFb inhibitor = TGF-b pathway inhibition | Potency, µM (highest dose often 46.1 µM), for inactives: at the top dose activity, negative = inhibition, hits mostly inhibitors | HepG2 CAGA-GFP TGF-b/SMAD3 reporter, GFP fluorescence, 18 h; TGF-beta stimulated, 500 pg/mL final | 1.2% of 410,000 active | AID 588855; note: potency is the fitted concentration of half-maximal effect; % is set by controls: 0 for no effect and ±100 for the full control effect; nearly all actives have a fitted effect of over 65% in size
#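 TGF-beta reporter screen: HEPG2 CAGA-GFP, 1% FBS, 500 pg/mL TGF-beta final, 18 h; per-cell GFP summed per well; curves fitted and categorized by class.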
# Nrf2 block = Nrf2 pathway inhibition; A549 ARE-Fluc reporter, luciferase luminescence, 18-24 h; Potency, µM (highest dose often 46 µM), for inactives: at the highest dose activity change, negative = inhibition, hits mostly inhibitors; 2.1% of 360,000 active; note: potency is the fitted concentration of half-maximal effect; % is set by controls: 0 for no effect and ±100 for the full control effect; nearly all actives have a fitted effect of over 60% in size
#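 Two sequential reads on A549 ARE_Fluc cells exposed to compound for 18-24 h: a CellTiter-Fluor fluorescence read for viability, then a luciferase luminescence read for Nrf2/ARE activity.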
# S2 tox = viability counter-screen for ATXN expression inhibitors. Potency, µM (series often up to 56.7 µM), usual class: cytotoxic. S2 cells (HEK-293 line with an ATXN2-luciferase reporter) viability, CellTiter-Fluor protease fluorescence, 24 h. 0.49% of 400,000 active. AID 651635; note: potency is the fitted concentration of half-maximal effect; nearly all actives have a fitted effect of over 40% in size
# The depositor's hits bear a star; i = inactive; ? = inconclusive; . = not tested or not shown; [ ] = dose if it differs, or a comment. Unless noted, calls come from the whole dose curve; as a rule, active = well fitted curve in the direction sought with a large enough effect; inconclusive = small, poorly fitted or top-dose-only effect, or another doubt; inactive = no such curve, though single readings can be large; an effect the other way counts as inactive or inconclusive.
1) O=C(Nc1ccc(C(=O)N2CCCC2)cc1)c1ccccc1Br
2) CC(=O)Nc1cncc(-c2ccccc2N(C)C)n1
3) CCOC(=O)Cc1cc(=O)n2[nH]c(C)c(C#N)c2n1
4) [O-][n+]1c2c(nn1-c1ccccc1)/C(=N/O)CCC2
5) CC(=O)c1c(C)[nH]c(C(=O)OCC(=O)N2CCc3ccccc3C2)c1C
6) Nc1ncnc2c1ncn2C1C=C(CO)C(O)C1O (stereo unspecified)
7) CN(Cc1ccc(Cl)c(Cl)c1)C(=O)C1CSC2(C)CCC(=O)N12 (stereo unspecified)
8) CCCOc1ccc(-c2c(C(=O)N/N=C/c3ccco3)nnn2-c2nonc2N)cc1
Assay by compound | 1 | 2 | 3 | 4 | 5 | 6 | 7 | 8
Nrf2 ARE act | -0.7% | -0.6% | -0.8% | -0.3% | 3.8% | -1.0% | -0.7% | -0.3%
HepG2 tox | -39% | 6% | -6% | 0% | -2% | 10µM* | -13% | 1%
Nrf2 block | 13% | . | 0% | -10% | ? | ? | -13% | -17%
S2 tox | i | i | i | i | i | ? | ? | i
MmCpn inh | -1% | . | -3% | -1% | 0% | . | 1% | 1%
TGFb inhibitor | 0% | 2% | 6% | 3% | -9% | 8.9µM* | -25% | 0%
A549 tox | -3% | . | 2% | -3% | -2% | -18% | 1% | -2%
CCT chaperon mod | -1.3 | -2.8 | 0.7 | -0.6 | -1.2 | -1.8 | 1.0 | -0.1
pAkt inh | i | i | i | i | i | i | i | i

9) FC(F)(F)c1cc(CCN2CCNC[C@@H]2CC2CCCCC2)cc(C(F)(F)F)c1
10) O=C(CN1C(=O)c2ccccc2C1=O)OCc1nc2ccsc2c(=O)[nH]1
11) Cc1ccc(N=Nc2ccc(O)cc2)c(Br)c1
12) O=C(O)c1cccc2c1-c1c(cccc1[N+](=O)[O-])C2
13) CCOc1ccccc1NC(=O)COc1ccc2ccc(=O)oc2c1
14) CCn1c(SCC(=O)N2CCC(C(N)=O)(N3CCCCC3)CC2)nc2ccccc2c1=O
15) CCCCC(=O)Nc1cc(NC(=O)CCCC)cc(C(=O)O)c1
16) COc1ccc(CC(=O)NNC(=O)c2cccnc2)cc1OC
Assay by compound | 9 | 10 | 11 | 12 | 13 | 14 | 15 | 16
Nrf2 ARE act | -6.2% | -0.4% | 6.8% | 0.0% | -0.2% | 1.9% | -0.8% | -1.2%
HepG2 tox | -100% | 0% | 0% | 10% | 2% | -23% | -2% | -8%
Nrf2 block | ? | -8% | ? | -19% | -1% | 8% | 12% | -12%
S2 tox | . | ? | ? | i | i | i | i | i
MmCpn inh | 2% | 2% | -1% | . | 1% | . | -1% | 0%
TGFb inhibitor | ? | 12% | ? | -2% | 2% | 15% | 17% | -1%
A549 tox | ? | -1% | -21% | 1% | 1% | -4% | 4% | -14%
CCT chaperon mod | 1.9 | -0.4 | 1.7 | 1.0 | 1.0 | -2.1 | -0.7 | -0.7
pAkt inh | i | i | i | i | i | i | i | i

17) COc1ccc(N2CCCC2=N)c(OC)c1
18) O=C(CCc1nnc2n(Cc3ccccc3Cl)c(=O)c3ccccc3n12)Nc1ccccc1
19) Cc1ccc(OCC(=O)Nc2ccc(N3CCN(S(C)(=O)=O)CC3)cc2)c(C)c1
20) CC(=O)NC(Cc1ccc(C)cc1)C(=O)NC1CCN(C(=O)c2cnccn2)CC1 (stereo unspecified)
21) COc1ccc(Cl)cc1NC(=O)c1cccc(S(=O)(=O)Nc2c(C)n(C)n(-c3ccccc3)c2=O)c1
22) CCOC(=O)c1ccc(N2C(=O)CC(N3CCC(O)(c4ccc(Cl)cc4)CC3)C2=O)cc1 (stereo unspecified)
23) NS(=O)(=O)c1ccc(CCNC(=O)CNC(=O)COc2ccccc2)cc1
24) C=CCn1c(C(C)NC(=O)c2ccc(C)cc2)n[nH]c1=S (stereo unspecified)
Assay by compound | 17 | 18 | 19 | 20 | 21 | 22 | 23 | 24
Nrf2 ARE act | -0.2% | 0.4% | 0.2% | 0.3% | 3.3% | -0.9% | 0.3% | -0.8%
HepG2 tox | 8% | -5% | -14% | 1% | 0% | -2% | -12% | 5%
Nrf2 block | -8% | 2% | 4% | -12% | ? | -3% | 2% | 3%
S2 tox | i | . | i | i | i | i | i | i
MmCpn inh | 4% | . | 0% | 1% | . | 6% | -1% | 1%
TGFb inhibitor | 9% | 0% | 0% | 4% | 0% | 5% | 2% | 6%
A549 tox | 0% | -9% | -2% | -2% | 1% | -6% | 13% | -1%
CCT chaperon mod | -1.1 | . | -1.8 | 0.5 | 1.7 | -1.0 | 1.1 | 1.4
pAkt inh | i | . | i | i | i | i | i | i

25) Cc1cc2nc(-c3ccco3)c(Cc3cccc(F)c3)n2c(C)c1Br
26) COc1cccc(NC(=O)CN2C(=O)NC(C)(CC(C)C)C2=O)c1 (stereo unspecified)
27) COc1ccc(/C(O)=C2/C(=O)C(=O)N(c3ccccn3)C2c2cccc(Cl)c2)cc1 (stereo unspecified)
28) Cn1c(Cl)c(/C=N/OC(=O)c2ccccc2Cl)c2ccccc21
29) Cc1cc(C)nc(N/N=C/c2c(CO)cnc(C)c2O)n1
30) CC(C)C[C@H]1CN([C@@H](CC(C)C)CN2CCCC2CN2C(=S)NC[C@@H]2Cc2ccc(O)cc2)C(=S)N1CC1CCCCC1 (stereo partly specified)
31) O=C1C=CC(=O)c2c(O)c(CO)c(CO)c(O)c21
32) CCOC(=O)C1=CC[C@@H](c2ccc([N+](=O)[O-])cc2)N(S(=O)(=O)c2ccc(C)cc2)[C@H]1c1ccccc1
Assay by compound | 25 | 26 | 27 | 28 | 29 | 30 | 31 | 32
Nrf2 ARE act | ? | 0.2% | 2.6% | 10% | -0.9% | 0.0% | 8.4% | -0.4%
HepG2 tox | -90% | 34% | -18% | -6% | -3% | -28% | 10µM* | -6%
Nrf2 block | . | -11% | ? | -8% | -29% | ? | 23µM* | .
S2 tox | ? | i | i | i | i | i | ? | i
MmCpn inh | . | 1% | -9% | 3% | -3% | . | . | .
TGFb inhibitor | ? | 2% | -5% | ? | 4% | ? | 11µM* | -9%
A549 tox | . | 3% | -21% | 15% | -11% | -6% | 16µM* | .
CCT chaperon mod | 0.0 | -1.5 | 0.7 | -4.2 | 0.4 | 0.5 | -3.3 | 0.4
pAkt inh | i | i | i | i | i | i | i | i

33) CC(C)[C@@H]1COC(c2cccc(C3=N[C@H](C(C)C)CO3)c2)=N1
34) CN(CCc1cnn(C)c1)Cc1nc(CC2CC2)no1
35) O=C1CC(c2ccccc2)CC(O)=C1C=NCCc1ccccc1 (stereo unspecified)
36) CSc1ncccc1C(=O)OCn1nnc2ccccc2c1=O
37) C=CCn1c(SCC(=O)N(CC)C2CCS(=O)(=O)C2)nc2sc3c(c2c1=O)CCC3 (stereo unspecified)
38) COc1ccc2c(-c3ccccc3)cc(SC(C)C(N)=O)nc2c1 (stereo unspecified)
39) O=C(Cn1cc([N+](=O)[O-])cn1)Nc1nccs1
40) COc1ccc(-c2noc(N3CCC(C(=O)NCCCN4CCCCC4)CC3)n2)cc1
41) O=C(Cc1ccccc1)NCC(=O)Nc1ccccc1Br
Assay by compound | 33 | 34 | 35 | 36 | 37 | 38 | 39 | 40 | 41
Nrf2 ARE act | 2.1% | -0.7% | 0.0% | -0.5% | -0.2% | 2.9% | -1.0% | 2.7% | 0.8%
HepG2 tox | -25% | -18% | 16% | -14% | -2% | 9% | 40% | -23% | 7%
Nrf2 block | ? | -1% | 5% | 2% | ? | ? | 1% | 13% | ?
S2 tox | i | ? | i | i | i | ? | i | i | i
MmCpn inh | -1% | 1%[15.4 µM] | -8% | 0% | -3% | -9% | 0% | -2% | 1%
TGFb inhibitor | -1% | 0% | -29% | 0% | -2% | 4% | -4% | 3% | 2%
A549 tox | 5% | 0% | 9% | -3% | -8% | -17% | -2% | 0% | 9%
CCT chaperon mod | -0.7 | -2.4 | -2.7 | -2.0 | 2.1 | -1.0 | -27 | 0.7 | 1.3
pAkt inh | i | i | i | i | i | i | i | i | i

# Of the compounds above, seven have an aryl methoxy group.
16) COc1ccc(CC(=O)NNC(=O)c2cccnc2)cc1OC
17) COc1ccc(N2CCCC2=N)c(OC)c1
21) COc1ccc(Cl)cc1NC(=O)c1cccc(S(=O)(=O)Nc2c(C)n(C)n(-c3ccccc3)c2=O)c1
26) COc1cccc(NC(=O)CN2C(=O)NC(C)(CC(C)C)C2=O)c1 (stereo unspecified)
27) COc1ccc(/C(O)=C2/C(=O)C(=O)N(c3ccccn3)C2c2cccc(Cl)c2)cc1 (stereo unspecified)
38) COc1ccc2c(-c3ccccc3)cc(SC(C)C(N)=O)nc2c1 (stereo unspecified)
40) COc1ccc(-c2noc(N3CCC(C(=O)NCCCN4CCCCC4)CC3)n2)cc1
Assay by compound | 16 | 17 | 21 | 26 | 27 | 38 | 40
Nrf2 ARE act | -1.2% | -0.2% | 3.3% | 0.2% | 2.6% | 2.9% | 2.7%
HepG2 tox | -8% | 8% | 0% | 34% | -18% | 9% | -23%
Nrf2 block | -12% | -8% | ? | -11% | ? | ? | 13%
S2 tox | i | i | i | i | i | ? | i
MmCpn inh | 0% | 4% | . | 1% | -9% | -9% | -2%
TGFb inhibitor | -1% | 9% | 0% | 2% | -5% | 4% | 3%
A549 tox | -14% | 0% | 1% | 3% | -21% | -17% | 0%
CCT chaperon mod | -0.7 | -1.1 | 1.7 | -1.5 | 0.7 | -1.0 | 0.7
pAkt inh | i | i | i | i | i | i | i
